High-throughput results: PubChem, National Center for Advancing Translational Sciences (NCATS)
KDM5B inh = inhibitors of human KDM5B histone demethylase. 220,000 tested, 2.6% active. KDM5B demethylase, FDH-coupled NADH fluorescence (FDH is formaldehyde dehydrogenase). Potency, µM (series often up to 57.7 µM), for inactives: at the top dose activity change, negative = inhibition, actives largely listed as inhibitors. AID 1347165. Q9UGL1; active = well fitted inhibition curve with a large enough effect; inconclusive = small, poorly fitted or top-dose-only effect; inactive = no such curve, though single readings can be large or run the other way; also: 0% is about no effect; nearly all actives have a fitted effect of over 70% in size
Target sequence (Q9UGL1 whole entry, looked up): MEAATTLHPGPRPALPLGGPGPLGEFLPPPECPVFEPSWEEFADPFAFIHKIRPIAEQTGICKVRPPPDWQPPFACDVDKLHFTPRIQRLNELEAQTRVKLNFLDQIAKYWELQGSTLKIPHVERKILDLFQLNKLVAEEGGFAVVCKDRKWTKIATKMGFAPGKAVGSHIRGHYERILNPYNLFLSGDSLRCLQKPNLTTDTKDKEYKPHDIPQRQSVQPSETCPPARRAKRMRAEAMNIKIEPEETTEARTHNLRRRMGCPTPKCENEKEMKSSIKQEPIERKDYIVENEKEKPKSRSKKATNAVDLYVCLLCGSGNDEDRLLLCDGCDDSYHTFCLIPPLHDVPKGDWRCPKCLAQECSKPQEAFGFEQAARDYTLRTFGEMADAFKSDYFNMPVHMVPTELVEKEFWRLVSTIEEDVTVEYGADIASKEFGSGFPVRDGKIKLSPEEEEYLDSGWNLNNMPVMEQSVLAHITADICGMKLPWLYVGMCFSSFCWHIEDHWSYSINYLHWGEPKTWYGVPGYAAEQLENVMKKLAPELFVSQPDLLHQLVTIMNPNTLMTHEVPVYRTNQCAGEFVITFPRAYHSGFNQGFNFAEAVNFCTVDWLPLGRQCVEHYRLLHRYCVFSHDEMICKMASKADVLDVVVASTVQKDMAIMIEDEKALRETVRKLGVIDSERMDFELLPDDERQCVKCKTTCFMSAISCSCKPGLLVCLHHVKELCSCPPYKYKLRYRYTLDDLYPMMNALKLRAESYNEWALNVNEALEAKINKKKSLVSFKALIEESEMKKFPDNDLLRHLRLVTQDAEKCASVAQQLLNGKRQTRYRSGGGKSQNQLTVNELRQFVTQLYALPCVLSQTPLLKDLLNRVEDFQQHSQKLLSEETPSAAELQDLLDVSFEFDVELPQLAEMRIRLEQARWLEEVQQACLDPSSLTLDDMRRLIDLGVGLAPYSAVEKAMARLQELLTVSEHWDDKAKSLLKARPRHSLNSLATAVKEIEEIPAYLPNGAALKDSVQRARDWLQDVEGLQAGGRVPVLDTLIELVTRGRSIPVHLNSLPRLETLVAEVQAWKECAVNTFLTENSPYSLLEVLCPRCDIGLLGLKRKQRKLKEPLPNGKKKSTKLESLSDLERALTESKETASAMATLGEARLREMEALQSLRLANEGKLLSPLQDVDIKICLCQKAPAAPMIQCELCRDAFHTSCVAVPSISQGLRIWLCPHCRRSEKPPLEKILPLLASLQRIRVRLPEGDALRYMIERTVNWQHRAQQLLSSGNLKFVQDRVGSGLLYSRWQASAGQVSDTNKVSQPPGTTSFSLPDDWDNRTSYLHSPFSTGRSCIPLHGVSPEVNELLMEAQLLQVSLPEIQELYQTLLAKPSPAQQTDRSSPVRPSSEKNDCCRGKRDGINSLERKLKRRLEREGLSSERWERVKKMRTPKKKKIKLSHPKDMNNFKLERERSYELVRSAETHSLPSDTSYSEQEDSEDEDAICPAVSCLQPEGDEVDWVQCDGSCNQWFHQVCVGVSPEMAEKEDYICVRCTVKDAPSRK
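KDM5BΔAP (200 nM final) in 50 mM HEPES pH 7.5, 0.01% Tween-20 was preincubated 10 min at RT with compound over a concentration range. Substrate mix (H3K4me3 12.5 µM, α-KG 25 µM, Fe²⁺, ascorbate, NAD⁺, FDH) was added, and NADH fluorescence change over 30 min gave dose-response curves.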
The depositor's hits bear a star; & = joins results of further samples; [ ] = remark or other dose. Potency is read from the fitted curve at half-maximal effect. These rows are one share of the data (hit frequency here may not be typical).

How did COc1ccc(Cl)cc1NS(=O)(=O)c1ccc2[nH]c3c(c2c1)CCCC3 do in these assays?
KDM5B inh: inconclusive

What do the screens show for `CCOc1ccc(Br)cc1C(=O)Oc1ccc(C)cc1Br`?
KDM5B inh: 6.8%

How did Cc1cc(=O)oc2cc(OCC(=O)NCC3(N4CCCCC4)CCCCC3)ccc12 do in these assays?
KDM5B inh: -10.5%

How did Cc1cc(OC(C)C(=O)NC2CC(C)(C)NC(C)(C)C2)c2c(C)cc(=O)oc2c1 (stereo not given) do in these assays?
KDM5B inh: inconclusive

What do the screens show for `CC(C)Oc1ccc2c(NC(=O)c3ccc(=O)n(C)n3)nn(CC(F)(F)F)c2c1`?
KDM5B inh: -23.9%

Results for COC(=O)c1ccc(CSc2nc3ccncc3n2Cc2ccc(F)cc2)cc1 ?
KDM5B inh: -26.1%

How did CN(Cc1ccoc1)C1CCc2nn(C)c(=O)n2CC1 (stereo not given) do in these assays?
KDM5B inh: 4.0%

What do the screens show for `CCCCc1nc2sc3c(SCCN(C)C)ncnc3c2c2c1CCC2`?
KDM5B inh: -15.6%

What do the screens show for `CN(C)c1ccc(C(=O)N2CCCC(COc3ccccc3C(=O)N3CCCCC3)C2)cc1` (stereo not given)?
KDM5B inh: 15.8%

What do the screens show for `FC(F)(F)c1ccc(CN2CCC3(CC2)CC(c2cccnc2)=NO3)cc1`?
KDM5B inh: -17.5%&4.6%

Results for CSc1nc2n(n1)C(c1ccccc1)C1=C(CCCC1=O)N2 (stereo not given) ?
KDM5B inh: inconclusive

Results for O=C(c1ccccc1OCC1CCCN(C2CCC2)C1)N1CCOCC1 (stereo not given) ?
KDM5B inh: -16.8%

What do the screens show for `CC(=O)N1Cc2ccccc2CC2(CCCN(CC3CCNC3)C2)C1` (stereo not given)?
KDM5B inh: 25.1µM*

How did Cc1ccc(NC(=O)CN(C)S(=O)(=O)c2ccc(C(=O)N3CCOCC3)s2)c(Cl)c1 do in these assays?
KDM5B inh: 15.7%

How did CC1=C(C(=O)Nc2ccccc2)C(c2cc(C)ccc2C)N2C(CC(=O)NC(C)C)=CSC2=N1 (stereo not given) do in these assays?
KDM5B inh: inconclusive

How did Cc1ccc(C)c(NC(=O)CSc2nc3c(c(=O)[nH]2)CCCC3)c1 do in these assays?
KDM5B inh: 10.0%

How did Fc1ccc(-c2[nH]ncc2CNCc2cccc(Cn3cccn3)c2)cc1 do in these assays?
KDM5B inh: 6.4%

How did Cc1ncc2c(c1CNC(=O)c1ccc(OC(F)F)cc1)CCNC2 do in these assays?
KDM5B inh: -6.0%

What do the screens show for `Cc1ccc(Cn2cc(CN(C(C)(C)C)S(=O)(=O)c3ccccc3Br)nn2)cc1`?
KDM5B inh: 13.3%

What do the screens show for `CC(C)c1ccc(-c2nnn(Cc3cc4c(cc3Br)OCO4)n2)cc1`?
KDM5B inh: 5.0%

How did COc1ccc(CCc2nnc(NS(=O)(=O)Cc3ccccc3)s2)cc1 do in these assays?
KDM5B inh: -5.2%

What do the screens show for `Cc1ccc(CNC(=O)C2CCN(C(=O)c3ncn4c3COC(c3ccccc3)C4)CC2)cc1` (stereo not given)?
KDM5B inh: -0.6%

Results for COCCc1nc(CNC(=O)C(c2cccc(F)c2)N(C)C)no1 (stereo not given) ?
KDM5B inh: 22.4µM*

What do the screens show for `O=C(Cc1ccc(Cl)cc1)Nc1ccccc1N1CCN(C(=O)c2ccccc2)CC1`?
KDM5B inh: 10.8%

How did Cc1ccc(C)c(-n2cc(-c3ccccc3)nc2SCC(=O)Nc2ccccc2)c1 do in these assays?
KDM5B inh: -10.6%

What do the screens show for `COc1ccc(-c2cc(N3CCCC(NC(=O)c4cccc(NC(C)=O)c4)C3)n[nH]2)cc1` (stereo not given)?
KDM5B inh: -10.9%

How did CC1CCc2c(C(=O)Nc3cccc(Br)c3)csc2C1 (stereo not given) do in these assays?
KDM5B inh: -18.3%

What do the screens show for `Cc1ccc(S(=O)(=O)NCC(=O)OCC(=O)Nc2ccc3c(c2)OCCO3)cc1`?
KDM5B inh: 25.5%

How did CC1C(=O)CC[N+](C)(C)C1C (stereo not given) do in these assays?
KDM5B inh: -0.1%

How did CN(CC(=O)NCc1ccccc1Cl)S(=O)(=O)c1ccc2c(c1)c(=O)n(C)c(=O)n2C do in these assays?
KDM5B inh: inconclusive

Next section; it opens with the 2 that closed the last part.
How did CC1C(=O)CC[N+](C)(C)C1C (stereo not given) do in these assays?
KDM5B inh: -0.1%

How did CN(CC(=O)NCc1ccccc1Cl)S(=O)(=O)c1ccc2c(c1)c(=O)n(C)c(=O)n2C do in these assays?
KDM5B inh: inconclusive

Results for COc1ccc(COc2ccc3c(=O)c(-c4ccc(OC)c(OC)c4)c(C)oc3c2)cc1 ?
KDM5B inh: 9.0%

How did Cc1ccc(CNC(=S)NNC(=O)C(C)(C)O)cc1 do in these assays?
KDM5B inh: 27.1%

Results for CCCCNC(=O)C(CC)Sc1nc2ccccc2c(=O)n1Cc1ccco1 (stereo not given) ?
KDM5B inh: -5.3%

What do the screens show for `O=C(NCc1nnc2ccc(-c3ccc(Cl)cc3)nn12)c1ccc(Cl)s1`?
KDM5B inh: 5.01µM*

What do the screens show for `CC(C)(C)OC(=O)N1CCC(c2c(C(=O)NCCN3CCOCC3)cnn2-c2ccccc2)CC1`?
KDM5B inh: 15.4%

Results for CCOc1ccc(NC(=O)Cn2c(=O)n(CCCCCC(=O)NCc3ccccc3)c(=O)c3sccc32)cc1 ?
KDM5B inh: 12.5%

Results for Cc1ccc(NC2CCCN(C(=O)CCC3=NNC(=O)CC3)C2)cc1C (stereo not given) ?
KDM5B inh: 0.4%

Results for O=C(NCCN1CCCCC1)C(=O)Nc1cccc2[nH]ccc12 ?
KDM5B inh: -14.9%

What do the screens show for `O=C(CN1CCN(C(=O)CCc2ncc(-c3c(F)cccc3F)o2)CC1)Nc1ccccc1Cl`?
KDM5B inh: -6.1%

Results for COc1ccccc1NC(=O)C(C)n1nc(C(=O)O)c2ccccc2c1=O (stereo not given) ?
KDM5B inh: -3.5%

What do the screens show for `CC(=O)NN1C(=O)c2ccccc2NC12CCCCC2`?
KDM5B inh: inconclusive

What do the screens show for `COC(=O)c1cc(Cl)ccc1N`?
KDM5B inh: inconclusive

Results for Cc1ccc(NC(=O)Cn2c(=O)n(CCC(=O)NCCc3ccccc3)c(=O)c3ccccc32)cc1 ?
KDM5B inh: -3.5%

What do the screens show for `N#Cc1ccccc1Cn1c(=O)n(CCCCC(=O)NCc2ccc3c(c2)OCO3)c(=O)c2ccccc21`?
KDM5B inh: -18.3%

How did C=CCN(C)C(=O)[C@@H](C)C1CC[C@@]2(C)Cc3sc(NC(=O)CC(C)(C)C)nc3[C@@H](C)[C@@H]2[C@H]1O (stereo not given in full) do in these assays?
KDM5B inh: -16.6%

Of the compounds above, 6 contain an aryl thioether with sulfur outside any ring:
Results for COC(=O)c1ccc(CSc2nc3ccncc3n2Cc2ccc(F)cc2)cc1 ?
KDM5B inh: -26.1%

What do the screens show for `CCCCc1nc2sc3c(SCCN(C)C)ncnc3c2c2c1CCC2`?
KDM5B inh: -15.6%

Results for CSc1nc2n(n1)C(c1ccccc1)C1=C(CCCC1=O)N2 (stereo not given) ?
KDM5B inh: inconclusive

How did Cc1ccc(C)c(NC(=O)CSc2nc3c(c(=O)[nH]2)CCCC3)c1 do in these assays?
KDM5B inh: 10.0%

How did Cc1ccc(C)c(-n2cc(-c3ccccc3)nc2SCC(=O)Nc2ccccc2)c1 do in these assays?
KDM5B inh: -10.6%

Results for CCCCNC(=O)C(CC)Sc1nc2ccccc2c(=O)n1Cc1ccco1 (stereo not given) ?
KDM5B inh: -5.3%

More entries follow:
What do the screens show for `O=C(Cc1ccccc1)Nc1c(C(=O)Nc2ccccc2F)oc2ccccc12`?
KDM5B inh: -19.5%

How did O=C(N[C@H](c1ccccn1)C1CC(O)C1)C1(c2ccc(Cl)cc2)CCC1 (stereo not given in full) do in these assays?
KDM5B inh: 5.0%

What do the screens show for `CNC(=O)c1cccc2c1CCN2C(=O)Nc1ccc(C)cc1`?
KDM5B inh: -11.4%

Results for CC[C@H]1CN(C(=O)c2ccc(F)cc2)CC[C@H]1CC(=O)NCc1cccs1 ?
KDM5B inh: -8.5%[86.2 µM]

How did Cc1ccc(-c2nnc(C3CN(C(=O)Cc4ccccc4)CC34CCOCC4)o2)cc1 (stereo not given) do in these assays?
KDM5B inh: 0.2%

What do the screens show for `Cc1ccc2c(c1)C(=O)OC(C(=O)Nc1ncc(Cc3ccccc3)s1)C2` (stereo not given)?
KDM5B inh: -10.8%

How did CCCC(=O)N(c1ccc2oc(C)c(C(C)=O)c2c1)S(=O)(=O)c1ccc(CC)cc1 do in these assays?
KDM5B inh: -11.6%

How did COc1ccc(CN(C(=O)c2cc(=O)c3ccc(C)cc3o2)C2CCS(=O)(=O)C2)cc1OC (stereo not given) do in these assays?
KDM5B inh: 15.5%

What do the screens show for `O=C(Nc1cccc(Br)c1)Nc1ccc2c(c1)N(C(=O)c1ccccc1)CC2`?
KDM5B inh: -3.1%

Results for COc1cccc(-c2nc(N3CCOCC3)cc3c2CN(C)C3=O)c1OC ?
KDM5B inh: 39.8µM*

What do the screens show for `CN(C)C(=O)C1CN(C(=O)NCc2ccccc2)CC12CCOCC2` (stereo not given)?
KDM5B inh: -6.4%

How did CCOC(=O)c1cc2c(=O)n3ccccc3nc2n(CC(C)C)c1=NC(=O)C(C)(C)Oc1ccc(Cl)cc1 do in these assays?
KDM5B inh: inconclusive

What do the screens show for `Cc1ccc(-c2cnc(C3CC3)o2)cc1S(=O)(=O)Nc1ccc(F)cc1Cl`?
KDM5B inh: inconclusive

What do the screens show for `CC1=C(C#N)C(NC(=O)CC(C)C)(C(F)(F)F)C(=O)N1` (stereo not given)?
KDM5B inh: 12.5%

Results for Cc1cccn2c(=O)c3cc(C#N)c(=O)n(-c4nnc(SCc5ccc(F)cc5)s4)c3nc12 ?
KDM5B inh: -196.2%

How did CN(C)c1ccc(CN[C@H]2CO[C@H]3[C@@H]2OC[C@@H]3n2cc(CC3CCCCC3)nn2)cc1 do in these assays?
KDM5B inh: 3.5%[86.2 µM]

How did O=C(C1CC(=O)N(c2n[nH]c3cccc(F)c23)C1)N1CCN(c2ccc(Cl)cc2)CC1 (stereo not given) do in these assays?
KDM5B inh: 22.4µM*

Results for CCc1nncn1C1CCN(S(=O)(=O)c2cccc(Cl)c2)CC1 ?
KDM5B inh: -5.5%

What do the screens show for `COc1ccc(C(=O)N2CCC(N3CCCC3=O)CC2)cc1`?
KDM5B inh: 25.2%[149 µM]

What do the screens show for `O=C(COc1ccccc1)N1CC2(C1)CN(Cc1ccc(Cl)cc1)C(=O)O2`?
KDM5B inh: -3.9%[86.2 µM]

What do the screens show for `Cc1ccsc1C(=O)N1CCc2nn(C)c(=O)n2CC1`?
KDM5B inh: -18.9%

Results for CO[C@H]1C(=O)N(C2CCN(S(=O)(=O)C(C)C)CC2)[C@H]1c1ccncc1 ?
KDM5B inh: -22.0%

Results for O=C(CCc1ncc(-c2ccccc2)o1)NCCc1ccccc1 ?
KDM5B inh: -18.8%

Results for Cc1oc(-c2ccccc2)nc1CN(C)CC(=O)N(C)C ?
KDM5B inh: 16.9%

Results for O=C(NCc1coc(-c2cccs2)n1)c1cccc(C(F)(F)F)c1 ?
KDM5B inh: inconclusive

What do the screens show for `CCn1c(C2CCCN(Cc3c(C(=O)O)[nH]c4ccc(C)cc34)C2)n[nH]c1=O` (stereo not given)?
KDM5B inh: 28.2µM*

How did O=C(Nc1ccccc1C(F)(F)F)C1CC1(c1ccccc1)c1ccccc1 (stereo not given) do in these assays?
KDM5B inh: -0.7%

Results for CCCC(=O)Nc1ccc(-c2csc(N)n2)cc1 ?
KDM5B inh: -8.2%

What do the screens show for `COc1ccccc1N1CCN(Cc2cc(=O)oc3ccc(Cl)cc23)CC1`?
KDM5B inh: -21.4%

What do the screens show for `CCN1CCC(NC(=O)c2cccs2)CC1`?
KDM5B inh: -19.8%

What do the screens show for `Cc1noc(C)c1C(=O)N1Cc2ccccc2OC2(CCN(C(=O)NC(C)C)CC2)C1`?
KDM5B inh: -7.9%[115 µM]

What do the screens show for `COc1ccccc1C1=NOC(C(=O)Nc2cc(C)nn2-c2ccccc2)C1` (stereo not given)?
KDM5B inh: 4.0%

Results for COc1ccccc1N1CCN(C(=O)c2cc3c(s2)-c2ccccc2OC3)CC1 ?
KDM5B inh: inconclusive

What do the screens show for `CN1C(=O)COC[C@@H]1[C@H](O)c1ccc(NC(=O)C2CCC2)cc1`?
KDM5B inh: -5.0%[86.2 µM]

What do the screens show for `Cc1n[nH]c(C)c1CNC(=O)C1CCCCC(=O)N1` (stereo not given)?
KDM5B inh: 6.5%

Results for CC(C)(C)NC(=O)N1CCCC1c1nc(CCOCC2CCCC2)no1 (stereo not given) ?
KDM5B inh: 12.0%

Results for COCCNC(=O)C1COC2(CCN(C(=O)C3CC3)CC2)N1C(=O)c1cccc(OC)c1 (stereo not given) ?
KDM5B inh: 15.3%

Results for CC(C)N1Cc2nnn(Cc3ccc(F)cc3)c2-c2cc(F)ccc2S1(=O)=O ?
KDM5B inh: -9.9%

How did CN1Cc2ncnc(N3CCN(Cc4ccccc4)CC3)c2CN(c2ccc(Cl)cc2)C1=O do in these assays?
KDM5B inh: -23.8%

How did Cc1ccc(C)c(C(NC(=O)c2cccc(Cl)c2)c2cccnc2)c1 (stereo not given) do in these assays?
KDM5B inh: 8.7%

Some of these compounds in order of molar mass, largest number first:
Results for CC(C)(C)NC(=O)N1CCCC1c1nc(CCOCC2CCCC2)no1 (stereo not given) ?
KDM5B inh: 12.0%

What do the screens show for `CN1C(=O)COC[C@@H]1[C@H](O)c1ccc(NC(=O)C2CCC2)cc1`?
KDM5B inh: -5.0%[86.2 µM]

What do the screens show for `Cc1n[nH]c(C)c1CNC(=O)C1CCCCC(=O)N1` (stereo not given)?
KDM5B inh: 6.5%
